Source: PubChem (National Center for Advancing Translational Sciences (NCATS))
KDM5B inhibitor = Primary screen for KDM5B Histone Demethylases FDH-coupled qHTS; hit rate 2.6% among 220,000; Potency, µM (highest dose often 57.7 µM), inactives show top-dose activity change, negative = inhibition, most hits filed as inhibitors; Lysine-specific demethylase 5B (Homo sapiens), Q9UGL1; KDM5B demethylase, FDH-coupled NADH fluorescence (FDH is formaldehyde dehydrogenase); AID 1347165, 2019; active means well fitted inhibition curve with a large enough effect; inconclusive means small, poorly fitted or top-dose-only effect; inactive means no such curve, though single readings can be large or run the other way; further: 0% is about no effect; nearly all actives have a fitted effect of over 70% in size
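qHTS format, multiple compound concentrations. Buffer 50 mM HEPES pH 7.5/0.01% Tween-20; 200 nM KDM5BΔAP final; 10 min compound preincubation; substrate-mix levels 12.5 µM peptide, 25 µM α-KG, 0.25 mM NAD⁺; 30 min RT; ΔRFU.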
Starred values were filed as active, the others as inactive; [ ] = another dose, or the depositor's remark. Potency means the concentration at half of the fitted maximal effect. Some of the compounds tested; rates above refer to the full screens.

Screening COc1cccc(-n2cnc3c2NC(=O)CC3c2ccsc2)c1 (stereo not drawn) returned KDM5B inhibitor inconclusive.
`O=C(c1ccc(CS(=O)c2ccccc2Cl)o1)N1CCN(c2cccc(Cl)c2)CC1` (stereo not drawn) gave KDM5B inhibitor -11%.
CC1=C[C@@H](CN(C)CCO)[C@H](C(C)C)C[C@H]1Cc1nnc(C)o1 was read as KDM5B inhibitor 10%[86.2 µM].
For Cc1cc2oc(=O)sc2cc1NS(=O)(=O)c1cccc2cccnc12 the results were KDM5B inhibitor 17%.
For c1ccc2[nH]c(CCCCc3nc4ccccc4[nH]3)nc2c1 the results were KDM5B inhibitor 6%.
`C[C@H]1[C@@H]2[C@@H](O)C([C@H](C)C(=O)N(C)CCC#N)CC[C@@]2(C)CC[C@@H]1NC(=O)c1ccncc1` (stereo partly drawn) gave KDM5B inhibitor 4%[86.2 µM].
C/C(CC(=O)Nc1ccc(Cl)cn1)=N\NC(=O)Cc1cccs1 was read as KDM5B inhibitor -2%.
`CCCNc1c(NC(=O)NCC2CCCO2)c(=O)oc2ccccc12` (stereo not drawn) gave KDM5B inhibitor 16%.
`CN1C(=O)[C@H]2CN(Cc3cn[nH]c3-c3cccs3)C[C@H]2C1=O` gave KDM5B inhibitor 26%.
Screening Cc1cccc(NS(=O)(=O)c2cc(NC(=O)Cc3n[nH]c(=O)c4ccccc34)ccc2C)c1 returned KDM5B inhibitor 13%.
Screening O=C(Nc1ccccc1)c1cnc(-c2ccc(F)cc2)nc1-c1ccncc1 returned KDM5B inhibitor 7%.
For Cc1ccc2nc(N3C(=O)C(O)=C(C(=O)c4ccco4)C3c3cccc(O)c3)sc2c1 (stereo not drawn) the results were KDM5B inhibitor -19%.
For O=C(O)CNC(=O)C1CCOCC1 the results were KDM5B inhibitor -11%.
For CCOC(=O)c1ccc(NC(=O)CN2Cc3ccccc3C2=O)cc1 the results were KDM5B inhibitor 2%.
For CSc1ccc(/C=C/C(=O)Nc2cc(F)ccc2F)cc1 the results were KDM5B inhibitor inconclusive.
Screening CCOc1cc(CN(CC(=O)NC(=O)NC)C2CC2)ccc1OC(F)F returned KDM5B inhibitor 16%.
For CC(=O)c1ccc(NC(=O)c2cc3n(n2)CC(c2ccc(Br)cc2)OC3)cc1 (stereo not drawn) the results were KDM5B inhibitor -25%.
CCCCCC(=O)N1CC[C@@H](CC(=O)NC2CC2)[C@@H](CC)C1 was read as KDM5B inhibitor 19%[86.2 µM].
Screening CCOC(=O)C(=N/O)/C(C)=N/NC(=O)C(=O)Nc1cc(Cl)ccc1Cl returned KDM5B inhibitor -18%.
COc1ccc(NC(=O)Nc2c(NC3CCCCC3)c3ccccc3oc2=O)c(OC)c1 was read as KDM5B inhibitor -8%.
Screening CCN1C(=O)C2(CCN(S(=O)(=O)c3ccc(C(C)C)cc3)CC2)c2ccccc21 returned KDM5B inhibitor -3%.
For COc1ccc(C(C)=O)cc1CC(=O)Nc1cc(S(C)(=O)=O)ccc1C the results were KDM5B inhibitor 11%.
Screening O=C(c1ccoc1)N1CC(c2nnc(-c3ccncc3)o2)C2(CCOCC2)C1 (stereo not drawn) returned KDM5B inhibitor 2%.
For C=CCC(=O)N(CC1CCN(CCc2ccccc2C)CC1)C1CCCC1 the results were KDM5B inhibitor 4%.

Part of the list above in order of number of heavy atoms, largest number first:
COc1ccc(NC(=O)Nc2c(NC3CCCCC3)c3ccccc3oc2=O)c(OC)c1 was read as KDM5B inhibitor -8%.
For CC(=O)c1ccc(NC(=O)c2cc3n(n2)CC(c2ccc(Br)cc2)OC3)cc1 (stereo not drawn) the results were KDM5B inhibitor -25%.
Screening CCOc1cc(CN(CC(=O)NC(=O)NC)C2CC2)ccc1OC(F)F returned KDM5B inhibitor 16%.
For CCOC(=O)c1ccc(NC(=O)CN2Cc3ccccc3C2=O)cc1 the results were KDM5B inhibitor 2%.
For CSc1ccc(/C=C/C(=O)Nc2cc(F)ccc2F)cc1 the results were KDM5B inhibitor inconclusive.
For O=C(O)CNC(=O)C1CCOCC1 the results were KDM5B inhibitor -11%.

Carrying on:
For COc1ccc(N(C(=O)C23CC4CC(CC(C4)C2)C3)C2C=CS(=O)(=O)C2)cc1 (stereo not drawn) the results were KDM5B inhibitor -17%.
For CCCSCCCNC(=O)C1CCN(c2nn3cc(-c4ccc(F)cc4)nc3s2)CC1 the results were KDM5B inhibitor -4%.
`COc1ccc(C)cc1NC(=O)c1nn(C)c(=O)c2ccccc12` gave KDM5B inhibitor 8%.
COc1cccc(CNC(=O)c2cc3cc(OC)ccc3[nH]2)c1 was read as KDM5B inhibitor inconclusive.
For CCOC(=O)NC1(C(F)(F)F)NC(=O)N(c2ccc(C)c(C)c2)C1=O (stereo not drawn) the results were KDM5B inhibitor -17%.
`CCCn1nc(C(=O)NCC2COc3ccccc3O2)c2ccccc2c1=O` (stereo not drawn) gave KDM5B inhibitor 5%.
Screening Cn1cc(CN2CC[C@@H](c3ccc4c(c3)OCO4)[C@H](O)C2)c2ccccc21 returned KDM5B inhibitor inconclusive.
Screening O=C(COc1ccc(Br)cc1)Nc1nnc(-c2cccnc2)s1 returned KDM5B inhibitor -11%.
Screening COc1ccc(-c2cnc3n2CC(C(=O)N2CCOCC2)CC3)cc1 (stereo not drawn) returned KDM5B inhibitor -22%.
Screening CC1(c2cccnc2)N(CCOc2ccccc2)C(=O)OC12CCN(C(=O)c1cccc(Cl)c1)CC2 (stereo not drawn) returned KDM5B inhibitor -16%.
`CCCOc1ccc(Cn2c(SCC(=O)NC(C)(C)C)nc3c(sc4ncccc43)c2=O)cc1` gave KDM5B inhibitor 13%.
For Cc1ccc(Nc2nc(N)c([N+](=O)[O-])c(NCCO)n2)cc1 the results were KDM5B inhibitor 32%.
O=C(O)C1CCCN(C(=O)c2cccc(C(F)(F)F)c2)C1 (stereo not drawn) was read as KDM5B inhibitor 0%.
`O=C(Nc1ccc(F)cc1)C1CCN(S(=O)(=O)c2ccc3c(c2)CCCN3C(=O)C2CCC2)CC1` gave KDM5B inhibitor 7%.
Screening O=C(Nc1cccc(C(F)(F)F)c1)O[C@@H]1CO[C@H]2[C@@H]1OC[C@@H]2n1cc(-c2ccccn2)nn1 returned KDM5B inhibitor 19%.
`COc1ccc(-c2noc(CC3CCN(C(=O)c4cc(OC)cc(OC)c4)CC3)n2)cc1` gave KDM5B inhibitor -25%.
Screening CCC(=O)Nc1ccccc1-c1nc2ccccc2n(C(CC)C(=O)Nc2cccc(C(C)=O)c2)c1=O (stereo not drawn) returned KDM5B inhibitor inconclusive.
CC1CCN(c2ccc(-c3cccc(NS(=O)(=O)c4ccc(Cl)s4)c3)nn2)CC1 was read as KDM5B inhibitor -11%.
Screening Clc1ccc(CSc2nnc([C@@H]3CCCN3)o2)cc1Cl returned KDM5B inhibitor 16%.
For Cc1cccc(NC(=O)CCC2CCN(C(=O)CCCc3cccs3)CC2)c1 the results were KDM5B inhibitor -14%.
`CCCC12CN3CC(C)(CN(C1)C3c1cn(CC)c3ccccc13)C2=O` (stereo not drawn) gave KDM5B inhibitor -3%.
Screening Cc1ccc(-n2ncc3c(NCCc4ccc(S(N)(=O)=O)cc4)ncnc32)cc1 returned KDM5B inhibitor inconclusive.
O=C(c1cnccn1)N1CCc2nc(OCC3CC3)ccc2C1 was read as KDM5B inhibitor -16%.
For Cc1cc(=O)oc2c(C)c(OCc3nc(-c4cccc(Cl)c4)no3)ccc12 the results were KDM5B inhibitor 10%.
CCCOc1cc(C)c(Cl)cc1S(=O)(=O)N1CCCCC1C (stereo not drawn) was read as KDM5B inhibitor -5%.
Cc1ccccc1CN1CCOc2cc([S+](=O)([O-])Nc3nncs3)ccc2C1 was read as KDM5B inhibitor -11%[86.2 µM].
`C/C=C/C=C/C(=O)Nc1sccc1C#N` gave KDM5B inhibitor -11%.
For C(Cc1noc(C2CNC2)n1)OCC1CC1 the results were KDM5B inhibitor inconclusive.
Screening COc1ccc(C(=O)NCc2nnc3ccc(-c4ccccc4)nn23)c(OC)n1 returned KDM5B inhibitor inconclusive.
For c1ccc2cc(CNCc3cccc4ccccc34)ccc2c1 the results were KDM5B inhibitor 9%.
CCn1c(SCC(=O)NC2CCCc3ccccc32)nnc1C1CC1 (stereo not drawn) was read as KDM5B inhibitor 2%.
Screening CC(C)NC(=O)NC[C@H]1OC[C@@H](NCc2cccc(C#N)c2)[C@@H]1O returned KDM5B inhibitor 112%[activator][86.2 µM].
Screening COc1ccc(-c2cc3ccc(O)c(CN4CCCC(C)C4)c3oc2=O)cc1OC (stereo not drawn) returned KDM5B inhibitor inconclusive.
COc1ccc(Br)cc1C(=O)N/N=C/c1cccnc1 was read as KDM5B inhibitor 39%[activator].
`CN(Cc1ccccc1)C(=O)c1noc(-c2ccc(F)cc2)n1` gave KDM5B inhibitor 13%.
`CCN1CCN(CC(=O)c2ccc(C)cc2)CC1` gave KDM5B inhibitor inconclusive.
Screening COc1ccc(NC(=O)N2CCCC3(C2)Nc2cccnc2NC3=NC2CCCC2)c(C)c1 (stereo not drawn) returned KDM5B inhibitor 25µM*.
Screening O=C(CCc1nnc2n(Cc3ccccc3Cl)c(=O)c3ccccc3n12)Nc1ccc(F)cc1 returned KDM5B inhibitor -21%.
COC(=O)c1ccc(C)c(NC(=O)c2csc(COc3ccc(C)cc3)n2)c1 was read as KDM5B inhibitor 13%.
CCCCNS(=O)(=O)c1ccc2nc(-c3cccnc3)cc(C(=O)NCCC)c2c1 was read as KDM5B inhibitor -6%.
`Cc1ccc(NC(=O)c2cn3c4c(ccc(Cl)c4c2=O)OC(C)C3)cc1C` (stereo not drawn) gave KDM5B inhibitor -5%.
Screening c1ccc2c(c1)Sc1ccccc1S2 returned KDM5B inhibitor -16%.
Screening Cc1ccc(S(=O)(=O)N(OCc2ccccc2)C(C)C(=O)O)cc1 (stereo not drawn) returned KDM5B inhibitor -1%.
For CC(C)c1ccc(NC(=O)CN2C(=O)NC(c3ccccc3Cl)C3=C2COC3=O)cc1 (stereo not drawn) the results were KDM5B inhibitor -10%.
Screening Cc1cccn2c(=O)c(C(=O)NC(C)c3ccccc3)cnc12 (stereo not drawn) returned KDM5B inhibitor inconclusive.
CCNC(C)C12CC3CC(CC(C3)C1)C2 (stereo not drawn) was read as KDM5B inhibitor 23%.
`O=C(Cn1nc(-c2ccc(Cl)cc2)c2ccccc2c1=O)Nc1ccccc1` gave KDM5B inhibitor 20%.
For CC(C)c1ccc(NC(=O)c2cc3n(n2)CC(c2ccc(Cl)cc2)OC3)cc1 (stereo not drawn) the results were KDM5B inhibitor inconclusive.
CC(=O)Nc1ccc(CN2CCC3CC(=O)NCCC3C2)cc1 (stereo not drawn) was read as KDM5B inhibitor 9%[149 µM].
CCN(CC)CCNc1nc2nonc2nc1NCCN(CC)CC was read as KDM5B inhibitor -14%.
For CCC(CC)C(=O)NC1CCN(c2cnn(C)c(=O)c2)CC1 the results were KDM5B inhibitor 1%.
For CCOCCc1nnc(NC(=O)CCS(=O)(=O)c2ccccc2)s1 the results were KDM5B inhibitor inconclusive.
CCCCc1ccc(C(=O)N/C(=C\c2ccc(C)cc2)C(=O)NC2CCCCC2)cc1 was read as KDM5B inhibitor -8%.
Screening O=C(c1ccc(Cl)cc1)N1CCNc2cnc(Nc3ccccc3)nc2C1 returned KDM5B inhibitor inconclusive.
`Cn1ncc(N2CCC(CNC(=O)c3cccc(-c4ncc[nH]4)c3)C2)cc1=O` (stereo not drawn) gave KDM5B inhibitor inconclusive.
`O=C(CSc1nc2c([nH]c3ccccc32)c(=O)n1-c1ccccc1)N1CCCC1` gave KDM5B inhibitor -10%.
`COc1cccc(CNC(=O)CCc2c(C)c3cc4c(C)coc4c(C)c3oc2=O)c1` gave KDM5B inhibitor -18%.
`CCOc1ccccc1NC(=O)CCNC(=O)c1ccco1` gave KDM5B inhibitor 18%.
For CC(=O)Nc1ccc(C2(C(=O)NCc3cccc(C)c3)CCC2)cc1 the results were KDM5B inhibitor -15%.
O=C(N[C@H]1CCN2C(=O)c3cc(-c4cccc(C(F)(F)F)c4)ccc3NC(=O)[C@@H]2C1)c1cnccn1 was read as KDM5B inhibitor 30%[activator].
Cc1ccc(C)c(NC(=O)CSC2=Nc3ccccc3N=C(c3ccc(F)cc3)C2)c1 was read as KDM5B inhibitor 1%.
`O=C(O)C(c1c(-c2ccccc2)[nH]c2ccccc12)N1CCN(Cc2ccccc2)CC1` (stereo not drawn) gave KDM5B inhibitor inconclusive.
O=C1Cc2cc(-c3csc(Nc4ccccc4)n3)ccc2N1 was read as KDM5B inhibitor -14%.
Screening O=S(=O)(Cc1ccccc1F)N1CCC(c2noc(-c3ccncc3)n2)C1 (stereo not drawn) returned KDM5B inhibitor 24%.
`CN(Cc1ccco1)C(=O)NCc1ccc(F)cc1` gave KDM5B inhibitor -13%.
`O=C(CNS(=O)(=O)c1ccc(Cl)cc1)NC1CCCCC1` gave KDM5B inhibitor 30%[activator].
For Cn1cccc1-c1cc2n(n1)CCC(=O)N2CCCC(=O)NCc1ccc(F)cc1 the results were KDM5B inhibitor -18%.
`CC1(C(=O)N2CCN(Cc3ccc4c(c3)OCO4)CC2)CCCCC(=O)N1` (stereo not drawn) gave KDM5B inhibitor -1%.
CCn1nc(C)c(CNC(=O)Nc2ccc(OC)cc2OC)c1C was read as KDM5B inhibitor -3%.
Screening CCOCCn1c(-n2nc(C)cc2C)nc2c1c(=O)n(Cc1ccc(F)cc1)c(=O)n2C returned KDM5B inhibitor 18%.
CC1(C)CC(=O)C2=C(C1)N(c1cccc(C(F)(F)F)c1)C(=O)CC2c1cccs1 (stereo not drawn) was read as KDM5B inhibitor 16%.
`CC(=O)Nc1cccc(OCc2ccccc2)c1` gave KDM5B inhibitor 6%.

Random excerpt: 2 compounds from above
CCn1nc(C)c(CNC(=O)Nc2ccc(OC)cc2OC)c1C was read as KDM5B inhibitor -3%.
CC1(C)CC(=O)C2=C(C1)N(c1cccc(C(F)(F)F)c1)C(=O)CC2c1cccs1 (stereo not drawn) was read as KDM5B inhibitor 16%.
